# CCHFV vOTU inh: CCHFV vOTU protease inhibition | AID 651958 | Pep-AMC fluorescence | inhibition, % at 11.5 µM | 370,000 compounds, 0.55% hits; in the data active = inhibition above about 30%; also: 0% = vehicle wells with enzyme and 100% = no enzyme wells
# Rv3671c inh: inhibitors of M. tuberculosis serine protease Rv3671c. P9WHR9. inhibition, % at 5.96 µM. 320,000 compounds, 0.048% hits. AID 2606; in the data active = inhibition above about 38%;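 also: extracellular domain of Rv3671c used as enzyme; 0% = enzyme with DMSO and 100% = no enzyme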
# Target sequence (P9WHR9 whole entry, looked up, the tested form may be a part): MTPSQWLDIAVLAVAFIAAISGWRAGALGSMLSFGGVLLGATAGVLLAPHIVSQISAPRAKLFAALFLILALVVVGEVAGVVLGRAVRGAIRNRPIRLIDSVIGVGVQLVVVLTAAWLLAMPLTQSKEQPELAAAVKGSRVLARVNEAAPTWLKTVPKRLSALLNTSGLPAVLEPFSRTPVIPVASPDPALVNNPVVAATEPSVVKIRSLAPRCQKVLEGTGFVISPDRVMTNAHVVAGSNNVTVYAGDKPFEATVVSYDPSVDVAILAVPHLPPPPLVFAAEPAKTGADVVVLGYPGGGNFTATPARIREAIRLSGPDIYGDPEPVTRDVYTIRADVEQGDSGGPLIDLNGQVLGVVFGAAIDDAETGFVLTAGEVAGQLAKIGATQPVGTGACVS
# Yp Topo-I inh: inhibitors of Yersinia pestis topoisomerase I. Y. pestis Topo-I cleavage product accumulation, plate reader. activity, % at 10 µM. 360,000 compounds, 0.064% hits; in the data active = activity above about 50%, passing the limit was not always enough; also: inactives centre near 2
# SSB-PriA inh: inhibitors of Klebsiella pneumoniae PriA binding to SSB C-terminal tail | 430,000 compounds, 0.6% hits | AlphaScreen SSBct-PriA binding, biotinylated peptide | inhibition, % at 33 µM | AID 1272365; in the data active = inhibition mostly above about 37%, no sharp cut-off; inactive = mostly below about 20%;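 also: plate controls were negative control peptide for no effect and reference peptide for full effect; strong numbers were not always called active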
# PrPC surface inh: reduces human prion protein on the cell surface | P04156 | cell surface PrPC, TR-FRET read-out | inhibition, % at 13.8 µM | 370,000 compounds, 0.43% hits | AID 720596; in the data active = inhibition above about 24%; also: 0% = median of the test wells and 100% = reference compound wells
# DUSP3 inh: inhibitors of human VHR1 phosphatase (DUSP3); 290,000 compounds, 0.52% hits; P51452; inhibition, % at 13.3 µM; AID 1654; recombinant VHR phosphatase, pNPP absorbance; in the data active = inhibition above about 50%; also: some compounds called inactive have numbers as strong as hits
# Target sequence (P51452 whole entry, looked up): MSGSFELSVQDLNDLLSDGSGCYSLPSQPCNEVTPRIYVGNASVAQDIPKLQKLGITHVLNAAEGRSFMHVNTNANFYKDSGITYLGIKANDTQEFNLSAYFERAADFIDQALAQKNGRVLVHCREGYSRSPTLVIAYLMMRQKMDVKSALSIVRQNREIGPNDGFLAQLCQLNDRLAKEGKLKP
# Vc quorum ag: inducers of Vibrio cholerae quorum light production without autoinducers; V. cholerae BH1578 lux reporter, luminescence, 6 h; activation, % at 18.7 µM; 350,000 compounds, 0.16% hits; AID 588436; in the data active = activation mostly above about 9.7%, no sharp cut-off; also: not every result past the cut was called active; inactives centre near 0; reference of the scale not given here
# 3CLpro inhibitor: SARS-CoV 3CLpro protease inhibition. P0C6X7. recombinant SARS-CoV 3CLpro, quenched FRET peptide cleavage. inhibition, % at 6 µM. 290,000 compounds, 0.14% hits. AID 1706; in the data active = inhibition above about 12%
# TcdB GH inh: TcdB glycohydrolase inhibition; P18177; TcdB glycohydrolase enzymatic assay, plate reader; inhibition, % at 9.99 µM; 350,000 compounds, 0.24% hits; AID 652162; in the data active = inhibition above about 10%
# MazF activator: increases E. coli MazEF RNase cleavage of RNA; P0AE70; FAM/BHQ RNA-DNA oligo cleavage fluorescence, 5 h; activation, % at 20 µM; 350,000 compounds, 0.32% hits; AID 504720; in the data active = activation above about 50%
# Target sequence (P0AE70 whole entry, looked up): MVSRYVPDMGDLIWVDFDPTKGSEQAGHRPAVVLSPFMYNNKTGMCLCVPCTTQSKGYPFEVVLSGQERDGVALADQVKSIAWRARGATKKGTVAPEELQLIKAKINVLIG
# * marks the source's active call; other numbers are inactive results; i = inactive; . = no result given; & = joins results of further samples.
SMILES,CCHFV vOTU inh,Rv3671c inh,Yp Topo-I inh,SSB-PriA inh,PrPC surface inh,DUSP3 inh,Vc quorum ag,3CLpro inhibitor,TcdB GH inh,MazF activator
Cc1ccc(OCc2cc(C(=O)NCc3cc(F)ccc3C)no2)cn1,10.8,.,16.8,-10.9,1.6,-5.6,-0.1,-4.7,0.6,9.6
COc1ccccc1NC(=S)NC(=O)c1c(-c2ccccc2Cl)noc1C,27.3,-7.8,8.2,0.5,6.3,2.1,i,2.5,-0.3,1.3
Cc1ccc(-c2cn3c(=S)[nH]nc3s2)cc1,13.7,1.4,0.2,1.0&-13.5,1.0,42.5,-0.2,2.1,.,-1.1
COc1cc(C(=O)OC2CCOC2=O)cc(Cl)c1OC (configuration not stated),-4.2,-2.1,1.0,6.7,-4.1,15.3,4.0,5.3,0.9,-4.3
CC(=O)N(C)c1cccc([N+](=O)[O-])c1,-5.4,1.5,-4.2,-2.6,-7.8,15.5,-0.5,2.0,0.0,6.8
CSc1ccc(-c2nc3cnccn3c2Nc2ccc3c(c2)OCO3)cc1,.,-0.3,4.0,11.6,.,27.3,-1.8,0.0,.,-3.0
C#CCOCCOCCOCCNc1nc(N2CCN(C(=O)[C@H]([C@@H](C)CC)n3cc(CCCN=C(N)N)nn3)CC2)nc(N2CCN(C(=O)[C@H](C)n3cc(CCCN=C(N)N)nn3)CC2)n1,.,-6.8,.,4.2,.,3.9,.,-3.5,.,23.1
Cc1ccc(S(=O)(=O)Nc2cc(=O)[nH]c(SCC(=O)Nc3cccc(C)c3)n2)cc1,2.4,-30.5,10.4,-2.6,-3.8,12.7,-0.4,1.6,0.1,5.1
COCCOC(=O)c1c(NC(=O)COC(=O)c2ccc(C)o2)sc(C(N)=O)c1C,11.4,-4.2,-8.9,1.2,-0.4,.,i,.,1.6,13.0
COc1cccc(C(=O)N2CCC2(C)C(=O)O)c1 (configuration not stated),5.8,.,6.6,.,-0.8,.,0.7,.,-0.3,.
COc1ccc(OC)c(S(=O)(=O)N2CCN(c3ccccc3)CC2)c1,-1.6,1.3,32.8,5.6,10.4,-1.9,i,-1.2,-0.7,4.0
CCN(c1ccccc1)S(=O)(=O)c1nnc(NC(=O)C(C)(C)C)s1,9.4,-6.2,3.0,-5.4,-1.0,5.3,i,-3.5,-0.4,-13.4
COC(=O)c1ccc(NC(=O)c2cccnc2)cc1,-17.1,-0.8,-11.1,-8.1,4.4,17.9,-0.7,-1.5,0.3,-2.6
Cc1[nH][nH]c(=O)c1C(c1cc2c(cc1Br)OCO2)c1c(C)[nH][nH]c1=O,-3.0,-8.9,3.4,-3.7,-2.0,19.9,-0.4,3.9,-3.1,-6.4
Cc1ccc(OCC(=O)NNC(=S)NC(=O)C(C)(C)C)c(Br)c1,-12.2,2.9,4.8,1.0,-5.7,4.5,-0.6,-1.1,1.2,0.2

# The final three records of the section above come first, to join the parts:
SMILES,CCHFV vOTU inh,Rv3671c inh,Yp Topo-I inh,SSB-PriA inh,PrPC surface inh,DUSP3 inh,Vc quorum ag,3CLpro inhibitor,TcdB GH inh,MazF activator
COC(=O)c1ccc(NC(=O)c2cccnc2)cc1,-17.1,-0.8,-11.1,-8.1,4.4,17.9,-0.7,-1.5,0.3,-2.6
Cc1[nH][nH]c(=O)c1C(c1cc2c(cc1Br)OCO2)c1c(C)[nH][nH]c1=O,-3.0,-8.9,3.4,-3.7,-2.0,19.9,-0.4,3.9,-3.1,-6.4
Cc1ccc(OCC(=O)NNC(=S)NC(=O)C(C)(C)C)c(Br)c1,-12.2,2.9,4.8,1.0,-5.7,4.5,-0.6,-1.1,1.2,0.2
c1ccc(-c2csc(Cc3nnc4n3CCCCC4)n2)cc1,-8.7,7.9,-6.4,-11.8,-0.9,24.2,0.9,2.2,.,2.9
CCOCCCNC(=O)c1ccc2c(c1)N(Cc1ccccc1)C(=O)CS2=O (configuration not stated),8.4,1.2,-7.4,2.2,-4.8,-10.4,-0.2,0.7,0.9,4.6
COc1ccccc1CCNC(=O)CCSc1nc(-c2ccco2)cc(C(F)(F)F)n1,19.9,0.6,25.0,-9.5,0.4,-0.2,0.1,-6.9,.,4.2
Oc1ccc(/C=N/n2c(COc3ccccc3)n[nH]c2=S)c(O)c1,14.2,18.0,-6.3,.,-2.1,6.0,i,6.6,1.0,3.1
CCOC(=O)N1CCN(c2cc(=O)n(-c3ccc(Br)cc3)c(=O)[nH]2)CC1,4.5,1.0,7.0,-9.0,0.2,10.8,-0.2,-2.5,0.3,4.2
O=C(NCc1ccccc1Cl)C1CCN(c2cnccn2)CC1,-5.6,-0.7,7.1,12.9,0.4,22.3,3.0,1.5,0.9,11.8
Cc1ccc(OCC(=O)Nc2ccccc2N2CCOCC2)c(C)c1,6.5,-11.1,-2.6,-1.2,10.5,51.5*,i,2.9,.,-1.9
COc1ccc(CC(=O)N/N=C(\C)c2ccc(Br)s2)cc1,-7.0,0.4,-0.4,.,-3.6,.,-0.2,.,0.1,-0.7
CCN1CC=C2C(C#N)=C(N)C(C#N)(C#N)[C@H](c3cccc(OC)c3OC)[C@H]2C1,-17.6,-4.6,4.5,-1.9,-18.0,-5.1,-0.3,0.6,.,9.5
COCC(=O)N(C)C1(c2nnnn2CCOC(=O)Nc2ccc(Cl)cc2)CCCCC1,-9.4,0.7,1.1,-4.5,-2.8,24.3,-0.2,2.9,0.5,6.8
CC(=O)Nc1ccc(NC(=O)C(C)OC(=O)c2ccccc2NS(=O)(=O)c2cccs2)cc1 (configuration not stated),-8.1,-4.8,-7.1,0.9,-8.0,8.5,-0.3,0.9,6.0,-13.0
CCCN(CC(=O)Nc1ccccc1C)C(=O)c1cc2ccccc2oc1=O,-2.6,.,-5.3,.,-0.2,.,i,.,-0.3,-12.7
COc1ccc(C(=O)NCCSCc2ccccc2Cl)cc1OC,-0.4,4.7,0.2,-1.6,10.3,-0.7,0.4,1.0,-0.1,-23.0
O=C(CC1C(=O)NCCN1Cc1ccccc1)NCCCOc1cccnc1 (configuration not stated),8.4,4.2,-2.1,-15.7,0.9,14.4,-0.1,-4.7,0.9,2.4
CN(C)C(=O)Oc1ccc(-c2cn3cc(C(F)(F)F)ccc3n2)cc1,-12.2,-0.1,7.6,-5.0,3.8,-20.2,-0.2,1.6,1.6,2.6

# Rewritten with two lines to a compound: entries from further up.
# Each structure is followed by: CCHFV vOTU inh	Rv3671c inh	Yp Topo-I inh	SSB-PriA inh	PrPC surface inh	DUSP3 inh	Vc quorum ag	3CLpro inhibitor	TcdB GH inh	MazF activator
Oc1ccc(/C=N/n2c(COc3ccccc3)n[nH]c2=S)c(O)c1
  14.2	18.0	-6.3	.	-2.1	6.0	i	6.6	1.0	3.1
CCOC(=O)N1CCN(c2cc(=O)n(-c3ccc(Br)cc3)c(=O)[nH]2)CC1
  4.5	1.0	7.0	-9.0	0.2	10.8	-0.2	-2.5	0.3	4.2

# Record cards, as listed above.
# C#CCOCCOCCOCCNc1nc(N2CCN(C(=O)[C@H]([C@@H](C)CC)n3cc(CCCN=C(N)N)nn3)CC2)nc(N2CCN(C(=O)[C@H](C)n3cc(CCCN=C(N)N)nn3)CC2)n1 as listed: CCHFV vOTU inh = .; Rv3671c inh = -6.8; Yp Topo-I inh = .; SSB-PriA inh = 4.2; PrPC surface inh = .; DUSP3 inh = 3.9; Vc quorum ag = .; 3CLpro inhibitor = -3.5; TcdB GH inh = .; MazF activator = 23.1
# COCCOC(=O)c1c(NC(=O)COC(=O)c2ccc(C)o2)sc(C(N)=O)c1C as listed: CCHFV vOTU inh = 11.4; Rv3671c inh = -4.2; Yp Topo-I inh = -8.9; SSB-PriA inh = 1.2; PrPC surface inh = -0.4; DUSP3 inh = .; Vc quorum ag = i; 3CLpro inhibitor = .; TcdB GH inh = 1.6; MazF activator = 13.0
# Cc1[nH][nH]c(=O)c1C(c1cc2c(cc1Br)OCO2)c1c(C)[nH][nH]c1=O as listed: CCHFV vOTU inh = -3.0; Rv3671c inh = -8.9; Yp Topo-I inh = 3.4; SSB-PriA inh = -3.7; PrPC surface inh = -2.0; DUSP3 inh = 19.9; Vc quorum ag = -0.4; 3CLpro inhibitor = 3.9; TcdB GH inh = -3.1; MazF activator = -6.4

# Next structures.
SMILES,CCHFV vOTU inh,Rv3671c inh,Yp Topo-I inh,SSB-PriA inh,PrPC surface inh,DUSP3 inh,Vc quorum ag,3CLpro inhibitor,TcdB GH inh,MazF activator
CN(C)c1oc(COc2ccc(F)cc2)nc1C#N,9.0,2.1,2.5,-5.2,10.0,-17.0,-0.2,-0.6,.,-5.9
COc1ccc(CC(=O)OCC(=O)Nc2ccc3c(c2)OCO3)cc1,-1.1,-1.7,0.7,7.3,-1.3,12.9,i,2.9,1.7,5.6
CC(Sc1nnc(-c2ccncc2)n1C)C(=O)NCC(=O)Nc1ccc(F)c(F)c1F (configuration not stated),-4.0,.,-9.0,.,6.8,.,-5.6,.,0.4,-3.7
O=C1CC(c2cccs2)c2cc3c(cc2N1)OCCO3 (configuration not stated),-9.1,0.7,3.5,-5.8,-2.2,16.2,i,-1.9,0.5,-9.1
CCN(CC)C(=O)c1cccc2nc3ccccc3nc12,1.7,1.8,0.8,-1.4,-33.6,-3.2,-0.3,-1.2,2.4,-1.0
Cc1c(=O)n(OCc2cccc(F)c2)c2ccccc2[n+]1[O-],5.4,9.9,-3.4,-3.9,-31.1,14.0,-0.2,0.3,.,-9.0
CC(=O)N1CCN(CC(=O)Nc2ccc(C)c(S(=O)(=O)N(C)C)c2)CC1,-5.8,6.2,-1.3,-0.8,1.7,12.9,i,2.3,-0.2,-7.8
COc1ccc(CC(=O)Nc2cc(S(=O)(=O)N3CCCCC3)ccc2C)cc1OC,-6.7,-2.1,-8.1,-2.5,19.5,11.6,-0.3,-0.3,-0.4,1.6
O=C(N/N=C/c1ccc(O)cc1)c1nc(-c2ccccc2)n(-c2ccccc2)n1,2.1,-0.9,9.1,.,7.7,-6.9,i,4.3,.,4.4
COc1ccc(-c2nc(SC)n(S(=O)(=O)c3ccccc3)n2)cc1,10.5,0.1,-0.1,-9.7,-3.4,6.2,-4.8,3.2,.,-10.9
Cc1ccccc1N(C(=O)c1csnn1)C(C(=O)NC(C)(C)C)c1cccs1 (configuration not stated),0.1,7.6,7.8,3.8,-1.7,19.8,i,-1.6,0.6,2.7
O=C(NCc1ccc(/C=N\NC(=O)C(=O)Nc2ccccc2Br)o1)C(=O)Nc1ccccc1,-9.4,-1.3,-0.5,.,6.6,21.9,-0.6,4.4,0.1,-9.2
CC(=O)ONC(=Nc1ccccc1)c1nonc1N,-0.8,1.5,1.5,-0.2,-1.7,25.3,-0.7,0.3,0.4,2.3
CCCN(CCC)C(=O)Cn1c2ccccc2c2nc(=O)cc(C)n21,-5.7,6.8,1.3,6.1,4.7,29.2,-0.1,-1.4,1.0,3.1
Cc1ccc(S(=O)(=O)N(C)C)cc1NC(=O)COC(=O)C1CC1,-0.1,3.2,-5.6,-1.3,-2.4,.,i,.,1.2,2.5
Cc1ccc(C(CNC(=O)Nc2ccc(Cl)cc2)N2CCN(C)CC2)cc1 (configuration not stated),-5.8,5.4,-7.3,-5.9,1.9,12.9,-0.4,0.0,0.4,9.8
NNC(=S)NCc1ccc2c(c1)OCO2,-4.0,-14.4,5.5,-11.1,4.3,5.7,-0.2,1.4,.,-4.7
CCOC(=O)CNC(=O)CNC(=O)c1nn(-c2ccc(OC)c(OC)c2)c(=O)c2ccccc12,17.8,-1.9,-2.6,-5.0,-25.6,-3.3,-0.6,2.7,1.8,-5.7
COc1ccc(Oc2cc(C)c3cccc(C)c3n2)cc1,2.0,5.5,-6.5,-16.0,3.9,1.6,-0.4,-3.2,.,-4.9
CC(C)CCn1c(SCC(=O)c2ccccc2)nc2c1c(=O)[nH]c(=O)n2C,10.2,3.5,2.9,1.6,0.4,-2.4,.,0.9,.,16.7

# These rows are one share of the data; the hit share may differ from the screen's.
